procasp3 activ – activates human procaspase-3; P42574; recombinant procaspase-3 D3A, Ac-DEVD-pNA absorbance 405 nm; activation, % at 8.5 µM; 330,000 tested, 0.11% active; AID 463141;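 active = activation above the mean of all tested compounds plus 3 SD, cut at about 21% in these data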;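 also: 0% = DMSO alone and 100% = DMSO wells spiked with extra 5 µM PC-3 D3A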
Target sequence (P42574 whole entry D9A/D28A/D175A): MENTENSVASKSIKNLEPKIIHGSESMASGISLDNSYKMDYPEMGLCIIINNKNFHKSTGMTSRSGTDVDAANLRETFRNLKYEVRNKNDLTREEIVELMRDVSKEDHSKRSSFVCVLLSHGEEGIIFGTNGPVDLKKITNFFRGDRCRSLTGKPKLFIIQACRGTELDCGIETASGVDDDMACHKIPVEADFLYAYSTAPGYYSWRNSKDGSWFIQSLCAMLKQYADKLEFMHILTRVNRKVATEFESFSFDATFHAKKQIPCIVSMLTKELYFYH
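material = Procaspase-3 D3A mutant | probe or stimulus = Ac-DEVD-pNA | compound = single dose, 8.5 µM nominal compound, 0.8% DMSO | timing = 1 h preincubation, 2 h reaction | measured by = 405 nm absorbance of p-nitroaniline, reads at 0 and 120 min | benchmarks = DMSO-only low control, 5 µM PC-3 D3A high control | repeats = singlicate, each compound tested once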
MEP2-GFP yeast – alters MEP2-GFP fluorescence in TOR pathway yeast screen; S. cerevisiae MEP2-GFP strain, flow cytometry GFP, 3 h; 100% = DMSO control level; GFP response vs DMSO, % at 10 µM; 330,000 tested, 0.51% active;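 active = GFP response versus DMSO above a set limit, roughly screen mean plus 3 SD, cut at about 180% in these data; inconclusive = fewer than 70 cells counted for a yeast strain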;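 also: median GFP fluorescence of the barcode-gated MEP2-GFP cells per well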
RPL19A-GFP yeast – alters RPL19A-GFP fluorescence in TOR pathway yeast screen. 330,000 tested, 0.3% active. S. cerevisiae RPL19A-GFP strain, flow cytometry, 3 h; active compounds read low. percent response vs DMSO, % at 10 µM;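 active = percent response vs DMSO below 50%; inconclusive = fewer than 70 events counted for the yeast strain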;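 also: median channel GFP fluorescence of the barcoded RPL19A-GFP strain; ratio of sample median GFP to plate DMSO average so 100% = DMSO; lower means less RPL19A-GFP as with rapamycin TOR inhibition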
LAP4 TOR yeast – yeast TOR pathway LAP4-GFP modulation; S. cerevisiae LAP4-GFP multiplex, flow cytometry GFP, 3 h; median GFP as percent of DMSO wells; GFP response vs DMSO, % at 10 µM; 320,000 tested, 0.34% active; AID 2023;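 active = GFP response vs DMSO above a set limit, about the screen mean plus 3 SD, cut at about 150% in these data; inconclusive = under 70 cell events counted for the yeast strain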
CR mimetic SO – caloric restriction mimetics inhibiting age-related superoxide in yeast; 330,000 tested, 0.18% active; S. cerevisiae aged cells, superoxide DHE fluorescence; active compounds read low; superoxide response (% of plate mean), % at 10 µM;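 active = superoxide response under a set limit, about three screen SD below normal, cut at about 65% in these data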;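 also: yeast aged for seven days with compound at 30 °C before DHE staining; 100% = average MFI of all compound-treated wells on the plate with controls excluded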
JMJD2C inh – human JMJD2C demethylase inhibition | GST-JMJD2C(1-420) H3K9me3 demethylation, DELFIA europium | Q9H3R0 | 330,000 tested, 0.069% active | inhibition, % at 2.35 µM;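 active = more than half of a compound's replicate wells show inhibition beyond 50%, single wells judged on their own value; inconclusive = some, but no more than half, of replicates pass 50% inhibition; inactive = no replicate passes 50% inhibition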;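 also: signal counts dimethyl H3K9 product captured on neutravidin plate; 0% = median of DMSO wells and 100% = 0.3 times that DMSO median; strong numbers were not always called active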
Target sequence (Q9H3R0 1-420 limits assumed): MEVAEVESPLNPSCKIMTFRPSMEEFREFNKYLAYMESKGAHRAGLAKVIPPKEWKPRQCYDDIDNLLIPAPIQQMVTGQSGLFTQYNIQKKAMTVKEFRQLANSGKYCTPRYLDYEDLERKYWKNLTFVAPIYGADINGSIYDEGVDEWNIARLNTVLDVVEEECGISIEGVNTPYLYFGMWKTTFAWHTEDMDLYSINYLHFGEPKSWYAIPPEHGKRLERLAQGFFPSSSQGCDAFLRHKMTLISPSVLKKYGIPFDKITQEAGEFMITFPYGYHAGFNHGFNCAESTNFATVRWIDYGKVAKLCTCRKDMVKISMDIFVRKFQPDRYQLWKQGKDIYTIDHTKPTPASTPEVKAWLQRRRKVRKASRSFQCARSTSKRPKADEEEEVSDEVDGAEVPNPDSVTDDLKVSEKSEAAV
proCasp7 act – counter-screen: procaspase-7 (human) activation | 330,000 tested, 0.093% active | recombinant procaspase-7, Ac-DEVD-pNA absorbance 405 nm; D23A/D198A/D206A triple mutant, cannot self-cleave; scale: DMSO 0, 5 µM enzyme 100 | activation, % at 8.5 µM;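 active = percent activation above the screen-wide mean plus 3 SD, cut at about 25% in these data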
Target sequence (P55210 whole entry D23A/D198A/D206A): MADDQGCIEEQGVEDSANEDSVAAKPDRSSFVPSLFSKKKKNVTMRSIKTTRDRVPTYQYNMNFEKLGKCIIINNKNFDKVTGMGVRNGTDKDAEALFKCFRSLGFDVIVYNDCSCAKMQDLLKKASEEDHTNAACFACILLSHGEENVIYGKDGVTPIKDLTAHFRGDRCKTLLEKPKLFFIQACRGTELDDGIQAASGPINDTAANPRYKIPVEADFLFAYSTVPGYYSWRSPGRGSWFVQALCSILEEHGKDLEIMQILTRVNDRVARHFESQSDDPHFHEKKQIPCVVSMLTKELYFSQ
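Assay system: Uncleavable procaspase-7 mutant enzyme / Input: 2 µM procaspase-7 mutant as dispensed / Dosing: single nominal 8.5 µM compound dose, 0.8% DMSO final / Timing: 1 h enzyme–compound preincubation and 2 h substrate reaction, both 25 °C / Detection: p-Nitroaniline absorbance at 405 nm, read at 0 and 120 min / Replication: singlicate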
AHR activator – activates the human aryl hydrocarbon receptor; activation, % at 5 µM; AHR-responsive luciferase reporter cells, luminescence; 320,000 tested, 2.5% active; in the data active = activation above about 47%;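 also: 0% = vehicle wells and 100% = reference agonist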
Numbers without * were called inactive; ? = inconclusive; . = not tested or not shown.

SMILES	procasp3 activ	MEP2-GFP yeast	RPL19A-GFP yeast	LAP4 TOR yeast	CR mimetic SO	JMJD2C inh	proCasp7 act	AHR activator
C=CCn1c(N)c(C(=O)NCc2cccnc2)sc1=S	1	92	97	82	104	1	-7	17
CC(C)C(=O)Nc1ccc(Cc2ccc(NC(=O)C(C)C)c(O)c2)cc1O	3	110	98	89	100	2	11	-2
COc1cc(C(=O)Nc2ccc(C(C)=O)cc2)c(Br)c(OC)c1OC	3	103	101	86	123	32	0	0
Cc1ccc(OCc2ccc(C(=O)Nc3ccc(S(N)(=O)=O)cc3)o2)cc1	-5	98	98	98	100	-3	10	2
COc1ccc(C)cc1NC(=O)C1CCCN(S(=O)(=O)c2cccnc2)C1 (stereo unspecified)	0	99	101	112	121	4	-9	10
COc1ccc(N2CCN(S(=O)(=O)c3ccc(OC)cc3)CC2)cc1	0	97	96	96	95	3	10	1
O=C(CO/N=C/c1ccccc1)Nc1c(F)c(F)c(F)c(F)c1F	10	112	105	92	106	-3	-1	-1
CCOC(=O)N/N=C\C=C\c1ccco1	4	107	107	102	105	1	1	2
CCOCCCNC(=O)c1cn(CC)c2ccc(S(=O)(=O)N3CCCC3)cc2c1=O	4	114	104	100	107	2	5	1
CCN(CC)C(=O)C(C)OC(=O)COc1ccc(Cl)cc1C (stereo unspecified)	4	92	94	92	82	10	-3	2
Cc1ccc(S(=O)(=O)n2nc(C)c(C#N)c2N)cc1	-7	103	100	92	105	0	-7	31
CCC(C)N1C(=O)CCC1C(=O)NCc1ccc2c(c1)OCO2 (stereo unspecified)	4	98	100	101	101	-1	1	1
COc1cc(C(C(=O)Nc2c(C)cccc2C)N(C)C(=O)c2ccc(-n3cnnn3)cc2)ccc1O (stereo unspecified)	4	95	96	94	101	9	-2	3
COc1ccc(Cl)cc1S(=O)(=O)n1cnc2ccccc21	3	101	97	97	111	-7	6	2
Cc1cccc2sc(NNC(=O)C3=COCCO3)nc12	-1	106	100	96	88	94	-4	30
C=CCOc1ccc(CNn2cn[nH]c2=S)cc1OC	4	115	100	100	91	3	-3	-1
O=C(Nc1ccc(Cl)cc1)c1ccsn1	-2	110	106	108	111	-6	-1	42
CN(c1ccc(C(=O)N2CCCCCC2)cc1)S(=O)(=O)c1ccccc1	4	104	100	103	75	.	6	1
C#CCNC(=O)C1=C[C@H](C)[C@@H](CCCO)[C@H](OCC)O1	4	.	.	.	.	5	-12	0
CC(C)c1ccc(/C=C2\SC(N3CCOCC3)=NC2=O)cc1	5	96	101	105	94	6	-3	28
CCN(CC)c1ccc(/C=N/N2C(=O)c3ccccc3C2=O)c(O)c1	-10	102	103	92	93	7	-31	8
O=C(NCC(c1cccs1)N1CCOCC1)c1cccnc1 (stereo unspecified)	9	98	97	101	102	-12	5	4
O=C(CSc1nnc(CNC(=O)c2ccc(F)cc2)o1)Nc1ccc2c(c1)OCCO2	0	102	100	103	99	-7	-7	0
CC(C)C(c1nnnn1Cc1ccccc1)N1CCc2ccccc2C1 (stereo unspecified)	8	97	97	101	94	84	1	12
CSc1ccccc1OCc1cc(C(=O)N(C)Cc2ccncn2)no1	-5	102	110	107	104	-15	2	24
CCOCCCNC(=O)C1CCC(CNS(=O)(=O)c2ccc(Cl)cc2)CC1 (stereo unspecified)	16	102	101	96	93	1	12	-1
O=C(COC(=O)CNS(=O)(=O)c1ccc2ccccc2c1)Nc1ccccc1Sc1ccccc1	-1	85	91	108	105	1	-6	0
COc1ccc(C(=O)Nc2nnc(S(=O)(=O)N3CCOCC3)s2)cc1	6	110	101	105	88	1	-3	4
COc1cc(CCC(=O)Nc2nnc(-c3cccnc3)s2)cc(OC)c1OC	-10	84	94	93	97	12	0	12
CC(=O)c1ccc(NC(=O)CS(=O)(=O)c2cn(CC(=O)N3CCOCC3)c3ccccc23)cc1	0	96	103	95	122	-1	-8	-4
COc1ccc(C(=O)CN2C(=O)c3ccccc3C2=O)c(OC)c1C	4	102	96	103	133	0	2	-2
COc1ccc(N2CC(C)Cn3c2nc2c3c(=O)n(Cc3ccc(C)cc3)c(=O)n2C)c(OC)c1 (stereo unspecified)	1	108	101	113	101	-1	-5	-3
CCCCCCCCCCCC1=C(O)C(=O)C=C(O)C1=O	8	94	89	106	91	-9	-14	-1
COc1ccccc1NC(=O)C(C)OC(=O)C1COc2ccccc2O1 (stereo unspecified)	6	103	98	98	100	-6	6	13
CCc1ccc(NC(=S)N(CCN(C)C)C(C)c2ccncc2)cc1 (stereo unspecified)	3	102	94	99	95	4	-1	2
CCOC(=O)CSc1cc(=O)n(CC)c2ccccc12	-2	102	96	99	99	3	2	0
O=C(Nc1nnc(-c2ccc(Cl)cc2)o1)Nc1ccccc1Cl	-6	100	98	94	98	10	9	-2
COc1ccc(Cl)cc1C(=O)CSc1nnnn1C1CCCC1	0	102	94	125	106	7	7	2
Cc1ccc(NC(=O)CN2CCc3ccccc3C2)cc1C	4	107	101	95	105	-8	-4	1
NC1=NC2(CCCC2)N=C(Nc2ccccc2)N1	0	?	?	?	95	-16	4	14

Brought forward from above: 4 compounds, then new ones.
SMILES	procasp3 activ	MEP2-GFP yeast	RPL19A-GFP yeast	LAP4 TOR yeast	CR mimetic SO	JMJD2C inh	proCasp7 act	AHR activator
O=C(Nc1nnc(-c2ccc(Cl)cc2)o1)Nc1ccccc1Cl	-6	100	98	94	98	10	9	-2
COc1ccc(Cl)cc1C(=O)CSc1nnnn1C1CCCC1	0	102	94	125	106	7	7	2
Cc1ccc(NC(=O)CN2CCc3ccccc3C2)cc1C	4	107	101	95	105	-8	-4	1
NC1=NC2(CCCC2)N=C(Nc2ccccc2)N1	0	?	?	?	95	-16	4	14
Cc1nn(Cc2ccc(Cl)cc2Cl)c(C)c1NC(=O)CCl	3	94	95	98	111	0	-2	1
Cc1ccccc1N=C(NOCc1ccccc1)c1nonc1N	-11	90	97	97	95	-16	0	23
COc1ccc(CCNC(=O)c2c(O)c3cccc4c3n(c2=O)CC4)cc1	-3	102	98	97	97	17	13	4
CCC1C(=O)N=C(SCC(=O)Nc2ccc(C)cc2)N(c2ccccc2)C1=O (stereo unspecified)	1	100	102	94	102	7	-2	0
CN(C)c1ccc(NC(=O)COC(=O)CNC(=O)c2cccs2)cc1	-5	108	100	101	97	2	-2	6
CC1CN(S(=O)(=O)c2cccs2)CC(C)O1 (stereo unspecified)	-1	93	94	92	114	8	-8	2
CCCN1C(=O)c2cc(C(=O)Nc3ccccc3C)ccc2C1Nc1ccccc1C (stereo unspecified)	3	95	99	113	101	5	9	-1
Cc1cc(C)c(NC(=O)CS(=O)CC(=O)Nc2cccnc2)c(C)c1 (stereo unspecified)	2	105	110	97	101	6	14	2
COc1ccc(S(=O)(=O)N2CCC(C(=O)NC3CCCCC3)CC2)cc1OC	-17	110	106	111	101	0	4	2
CCCN(C(=O)c1cc(Cl)nc2ccccc12)c1c(N)n(Cc2ccccc2)c(=O)[nH]c1=O	9	96	92	96	83	1	8	0

Already shown: entries from further up.
SMILES	procasp3 activ	MEP2-GFP yeast	RPL19A-GFP yeast	LAP4 TOR yeast	CR mimetic SO	JMJD2C inh	proCasp7 act	AHR activator
CN(C)c1ccc(NC(=O)COC(=O)CNC(=O)c2cccs2)cc1	-5	108	100	101	97	2	-2	6
CC1CN(S(=O)(=O)c2cccs2)CC(C)O1 (stereo unspecified)	-1	93	94	92	114	8	-8	2
CCCN1C(=O)c2cc(C(=O)Nc3ccccc3C)ccc2C1Nc1ccccc1C (stereo unspecified)	3	95	99	113	101	5	9	-1
Cc1cc(C)c(NC(=O)CS(=O)CC(=O)Nc2cccnc2)c(C)c1 (stereo unspecified)	2	105	110	97	101	6	14	2
COc1ccc(S(=O)(=O)N2CCC(C(=O)NC3CCCCC3)CC2)cc1OC	-17	110	106	111	101	0	4	2
CCCN(C(=O)c1cc(Cl)nc2ccccc12)c1c(N)n(Cc2ccccc2)c(=O)[nH]c1=O	9	96	92	96	83	1	8	0

(more compounds)
SMILES	procasp3 activ	MEP2-GFP yeast	RPL19A-GFP yeast	LAP4 TOR yeast	CR mimetic SO	JMJD2C inh	proCasp7 act	AHR activator
CC(C)CCN1C(=O)CC(NNC(=O)c2ccc(S(=O)(=O)N3CCCC3)cc2)C1=O (stereo unspecified)	1	101	96	102	94	1	-4	1
CCN(CCn1cccn1)C(=O)CCc1nnc(Cc2c[nH]c3ccccc23)o1	-5	94	94	94	117	-6	-2	11
Cc1ccc2[nH]cc(S(=O)(=O)c3ccc(C)c(C)c3)c(=O)c2c1	1	101	99	99	87	-3	-1	0
Cc1ccc(-c2ocnc2C(=O)N2CCOCC2)cc1	-8	110	105	93	91	0	1	1
CC1(C)CC(=O)C=C(NNC(=O)c2ccc(N)cc2)C1	2	103	107	93	91	-8	-2	2
C=C(C)Cn1c(N)cc(=O)nc1SCC(=O)Nc1cccc(C(F)(F)F)c1	6	113	119	90	101	4	-3	3
Cc1ccc(N2C(=O)[C@@H]3C(c4ccc(F)cc4)=NO[C@@H]3C2=O)cc1	9	95	95	125	101	7	11	2
O=C(CSc1nc2ccccc2c(=O)n1C1CC1)NCc1ccccc1	-1	112	106	109	109	-19	-5	0
Cc1ccc(C(=O)n2nc(-c3ccccc3)nc2NCc2ccco2)cc1	2	104	98	103	99	8	-13	2
O=C(c1cc(-c2ccccc2O)on1)N1CCCCCC1	8	100	96	99	97	14	2	-12
COc1cccc(OCCOCCOc2ccc(C)cc2[N+](=O)[O-])c1	0	100	106	98	108	1	6	10
Cc1ccc(/C=N/NC(=O)NC23CC4CC(CC(C4)C2)C3)o1	-7	96	102	103	106	-5	0	18
Cc1c(NC(=O)c2nn3c(C(F)(F)F)cc(-c4ccccc4)nc3c2Cl)c(=O)n(-c2ccccc2)n1C	-3	127	96	114	91	-4	16	-4

Part of the list above in another layout.
COc1cccc(OCCOCCOc2ccc(C)cc2[N+](=O)[O-])c1
- procasp3 activ: 0
- MEP2-GFP yeast: 100
- RPL19A-GFP yeast: 106
- LAP4 TOR yeast: 98
- CR mimetic SO: 108
- JMJD2C inh: 1
- proCasp7 act: 6
- AHR activator: 10

O=C(CSc1nc2ccccc2c(=O)n1C1CC1)NCc1ccccc1
- procasp3 activ: -1
- MEP2-GFP yeast: 112
- RPL19A-GFP yeast: 106
- LAP4 TOR yeast: 109
- CR mimetic SO: 109
- JMJD2C inh: -19
- proCasp7 act: -5
- AHR activator: 0

Screening data deposited in PubChem by several laboratories.
